RMI-FANCM inh: blocks RMI1/RMI2 complex binding to FANCM MM2 peptide. Fluorescence polarization, RMI core complex with F-MM2 peptide; stronger effect = lower value. FP signal (polarization) at 33 µM. hit rate 0.58% among 70,000. AID 1159607; in the data active means FP signal below about 40; further: inactives centre near 61; strong numbers were not always called active; unit not given here
* marks the source's active call; other numbers are inactive results; & = joins results of further samples. The list is partial; count on the stated rates, not on these rows.

SMILES	RMI-FANCM inh
COc1ccccc1NC(=O)C(=O)NCC1CCN(C(C)C)CC1	75
COc1ccc(NC(=O)CCSc2cc(C)c3ccccc3n2)cc1	81
COc1ccc(Cl)cc1C(=O)NCCOc1ccc2nnc(-c3ccc(F)cc3)n2n1	67
N#Cc1cc2ccc([N+](=O)[O-])cc2c2ccccc12	57
O=C(c1ccc(Cl)cc1)N1CCC(c2nnc(C3CC3)s2)CC1	59
O=C(Nc1cccc2c1C(=O)c1ccccc1C2=O)c1ccc(F)cc1	66
O=C(NCCn1ncc2c(N3CCN(Cc4ccccc4)CC3)ncnc21)C1COc2ccccc2O1 (configuration not stated)	66
N/C(=N\OC(=O)Nc1cccc(C(F)(F)F)c1)c1ccno1	57
Cc1ccc(C(=O)Cn2nc(-c3ccco3)c3sc(N4CCOCC4)nc3c2=O)cc1	82
C#CCn1c(=NC(=O)CN2C(=O)CCC2=O)sc2cc([N+](=O)[O-])ccc21	64
O=C(Nc1ccc2c(c1)CCCN2C(=O)c1cccs1)c1ccc(Br)o1	65
CN1CCc2cc(C(CNC(=O)C(=O)Nc3ccc4c(c3)OCCO4)N3CCCC3)ccc21 (configuration not stated)	70
CCS(=O)(=O)N1CCC2(CC1)NC(=O)N(Cc1ccc(F)cc1)C2=O	63
CSc1nc(=O)n(CCO)c2c1CCCC2	52
Cc1cccc(-n2nc3c(c2NC(=O)Nc2cccc(Cl)c2)CSC3)c1	54
O=Cc1cc2cc3c(cc2nc1Cl)OCCO3	71
COc1ccc(N=c2scc(C)n2C(=O)c2ccccc2Cl)cc1	54
O=C(Cn1nc(-c2cccs2)ccc1=O)Nc1ccc(F)c(F)c1	64
CC(C)(C)CC(=O)NCCn1ncc2c(=O)n(Cc3ccccc3)cnc21	66
COc1ccc(NC(=O)CCCn2nc(-c3ccc(F)cc3)ccc2=O)cc1	72
CCNc1cc(N)[n+](CC)c2n[nH]c(N)c12	60
Cc1cc(C)cc(N(C)S(=O)(=O)c2ccsc2-c2nc(-c3ccccc3C)no2)c1	71
O=C(COc1cccc2ccc(N3CCOCC3)nc12)Nc1cc(C(F)(F)F)ccc1Cl	46
CCn1c2ccc(OC)cc2c2nc3ccccc3nc21	-42
O=C(Nc1nc(-c2ccccc2)c(C(=O)c2ccccc2)s1)c1ccno1	54
CCn1c(/C=N\NC(=O)COc2ccccc2Br)nc2ccccc21	59
COc1ccc(OC)c(Sc2ccc3nnc(-c4ccccc4)n3n2)c1	58
CC1CCc2c(sc3nc(CCC(=O)NCc4ccc5c(c4)OCO5)[nH]c(=O)c23)C1 (configuration not stated)	79&125
Cc1cc(NC(=O)c2sccc2S(=O)(=O)N(C)c2ccccc2)ccc1Br	63
CCc1ccc(-c2cc3c(SCC(=O)Nc4ccc(F)cc4F)nccn3n2)cc1	91
COc1cccc(-c2ccc(=O)n(Cc3nc(-c4ccc(OC)c(OC)c4)no3)n2)c1	91
Cc1ccc(Cn2ccn3nc(-c4ccc(F)cc4)cc3c2=O)c(C)c1	79
O=c1c2ccccc2c2ccccc2c(=O)n1-c1cccc(C(F)(F)F)c1	58
Cc1cc(NC(=O)c2ccco2)n(-c2nc3ccccc3s2)n1	64
CCOC(=O)NC(=O)/C(C#N)=N\Nc1cccc(C(F)(F)F)c1	52
Cc1cccc(C(=O)Nc2nnc(-c3ccc(Br)cc3)o2)c1	64
Cc1ccc(S(=O)(=O)Nc2ccccc2-c2nc3ccccc3[nH]2)cc1	62
CC1(C(=O)NC2CCCC2)Cc2ccccc2C(=O)O1 (configuration not stated)	64
COC(=O)C1=C(C)Nc2[nH]c(=S)[nH]c(=O)c2C1c1ccc2c(c1)OCO2 (configuration not stated)	58
Nc1nc(S(=O)(=O)Cc2ccccc2)ns1	69
Cc1cc(C(=O)N2CCC(c3nnc(-c4ccco4)s3)CC2)no1	60
Cc1ccc2c(c1)NC(=O)c1cc(NS(=O)(=O)c3ccccc3Br)ccc1O2	55
CCCCOC(=O)NC(Nc1ncccn1)(C(F)(F)F)C(F)(F)F	55
Cc1nn(-c2ccccc2)nc1C(=O)Oc1cncc(Cl)c1	59
O=C(CCN1C(=O)c2cccc3cccc(c23)C1=O)OCC(=O)c1ccccc1	55
NC(=S)N1CCCC1	68
COC(=O)c1ccc(Cl)cc1NS(=O)(=O)c1ccc(Cl)cc1	53
Fc1ccc(Nc2ncnc3scc(-c4ccc(Cl)cc4)c23)cc1Cl	76
COc1c(Br)cc([N+](=O)[O-])c(OC)c1C(=O)NC(=O)Nc1c(C)cccc1Cl	54
C/C(Cl)=C/CSc1nc2c(c(=O)n(Cc3ccc(Cl)cc3)c(=O)n2C)n1C	71
COc1cccc(NC(=O)C(=O)Nc2cc([N+](=O)[O-])ccc2C)c1	51
CCC(C)(C)c1ccc(OCCCC(=O)Nc2ccc(Cl)c(NC(=O)CC(=O)C(C)(C)C)c2)c(C(C)(C)CC)c1	54
O=C(Nc1nnc(SCc2ccc(Cl)cc2)s1)c1ccc2c(c1)OCO2	87
CCn1cc(-c2ccccc2)c(C(=O)O)c1C	62
COc1ccc(N2CCN(C(=O)c3oc4ccc(C)cc4c3C)CC2)cc1	56
O=C(Cn1c(-c2ccncc2)nc2ccccc21)Nc1nc2ccccc2s1	62
CCc1ccc(-c2cc3c(SCC(=O)Nc4cccc(Cl)c4C)nccn3n2)cc1	69
C=CCNS(=O)(=O)CCNC(=O)c1cccc(OC)c1	57
O=C(CNC(=O)c1cnccc1C(F)(F)F)c1cccc(Cl)c1	56
C(=NCc1cccnc1)c1ccc2c(c1)OCO2	61

Next section
SMILES	RMI-FANCM inh
Cc1onc(-c2ccccc2Cl)c1C(=O)N1CCN(c2ccc(N3CCOCC3)nn2)CC1	57
Cc1cc2nc(N3CCOCC3)sc2cc1C	55
O=C(NCc1cccnc1)C1(c2cccs2)CCCC1	60
CCCCCCCCNC(C)C(O)c1ccc(SC(C)C)cc1 (configuration not stated)	86&62
Cn1cc(C(=O)N2CCOCC2)cc(NC(=O)c2ccccc2C(F)(F)F)c1=O	61
N#Cc1cnn(-c2ccccc2)c1N	63
COc1ccc(OC)c(NC(=O)c2nc(S(C)(=O)=O)ncc2Cl)c1	64
COc1ccc(N2C(=O)CC(NC34CC5CC(CC(C5)C3)C4)C2=O)c(OC)c1 (configuration not stated)	51
CCOC(=O)c1c(-c2ccccc2)oc2c1cc(OC(=O)c1ccc(OCC)cc1)c1ccccc12	51
CCOC(=O)Nc1nc(CC(=O)N2CCc3ccccc32)cs1	72
Cc1cc(C)nc(NS(=O)(=O)c2ccc(NC(=O)Nc3ccc(OCc4ccccc4)cc3)cc2)n1	57
O=C(CSc1nc2scc(-c3cccs3)c2c(=O)n1-c1ccccc1)c1cccs1	68
O=C(NCC1COC2(CCCCC2)O1)c1cccc(Br)c1 (configuration not stated)	53
Cc1cc(NC(=O)c2cc3ccccc3c(=O)s2)no1	59
COc1cccc(NC(=O)CSc2nnc3ccccn23)c1	62
Cc1cc(C)nc(NS(=O)(=O)c2ccc(NC(=O)CCCC(=O)O)cc2)n1	59
CC(NC(=O)c1ccccc1)c1nc2ccccc2n1C (configuration not stated)	60
COc1ccc(Br)cc1-c1nc(C(N)=O)c2[nH]c(=O)n(-c3ccc(Cl)c(Cl)c3)c2n1	120
CSc1ccc2nc(Nc3nnc(-c4ccccc4Cl)o3)sc2c1	52
N#C/C(=C\c1cc(Br)cs1)C(=O)Nc1ccc(F)cc1	49
CCOc1cccc2sc(N(CCN(C)C)C(=O)c3cc4ccccc4cc3OC)nc12	74
C=CCN1C(=O)/C(=C/c2ccc(OC)c(OC)c2)SC1=NS(=O)(=O)c1ccc(F)cc1	69
CCOC(=O)c1c(O)c(O)c(C(=O)OCC)n1-c1ccc(OC)cc1	60
Cc1oc(S(=O)(=O)N2CCCC2)cc1C(=O)NCCN1CCNC1=O	54
O=C(O)CCC(CCC(=O)O)(CCC(=O)O)[N+](=O)[O-]	53
COc1ccc(-c2cc3c(SCC(=O)Nc4cccc(Cl)c4)nccn3n2)cc1	81
COc1ccc(N2CCN(C(CNC(=O)C(=O)NCc3ccccc3Cl)c3ccco3)CC2)cc1 (configuration not stated)	54
CCOC(=O)CNC(=O)CSc1nnc(C(C)C)c2cnn(-c3ccc(F)cc3)c12	62
O=C(Cc1ccccc1)NCCn1ncc2c(N3CCN(c4ccc(F)cc4)CC3)ncnc21	67
Cc1ccc(C(=O)Nc2ccc(C(=O)NCCNC(=O)COc3ccccc3)cc2)cc1	120
CC(=O)c1ccc(NC(=O)CSc2nc(-c3ccccc3)cc(=O)[nH]2)cc1	72
O=C(Nc1cccs1)N1CCN(Cc2nc(-c3ccccc3)cs2)CC1	45
c1ccc(-c2cc(N3CCCCC3)c3ccccc3n2)nc1	56
CC(C)c1ccc(OCC(=O)N/N=C\c2ccco2)cc1	60
O=C(Oc1ccc(F)cc1Cl)c1sc2ccccc2c1Cl	54
Cc1ccccc1NC1SC(=O)N(CC(C)C)C1=O (configuration not stated)	63
CC(C)c1nnc(SCC(=O)N2CCN(c3ccccc3)CC2)c2c1cnn2-c1ccccc1	62
COc1ccc(OC)c(C(=O)Nc2nc(-c3ccccn3)cs2)c1	50
CCN1CCN(C(=O)c2nc(SC)ncc2Cl)CC1	64
O=C(Nc1cccc(C(F)(F)F)c1)Nc1ccccc1Sc1ncc([N+](=O)[O-])s1	52
COc1ccc(OC)c(-c2ccc(N3CCN(C(=O)C4CCCO4)CC3)nn2)c1 (configuration not stated)	69
S=C(Nc1ccc2[nH]ccc2c1)NC1CCCC1	61
O=C(c1csc2nc(-c3ccc(F)cc3)cn12)N1CCN(c2ccccc2F)CC1	78
COCCNC(=O)Cc1cn(Cc2ccc(F)cc2)c2ccccc12	65
O=C(Nc1cc(Cl)cc(Cl)c1)c1cc(Cl)sc1Cl	62
Cc1cccc2c(C(=O)O)cc(-c3ccncc3)nc12	61
CCOC(=O)CN1CCN(c2ccc(C(F)(F)F)cc2N)CC1	58
CCn1nc(C)cc1C(=O)Nc1nnc(-c2ccc3c(c2)OCCO3)o1	66
O=C(Nc1c(C(=O)Nc2ccc(F)cc2)oc2cccnc12)c1ccccc1C(F)(F)F	55
CC1=NN(c2ccccc2)C(=O)/C1=C\c1cn(-c2ccccc2)nc1-c1cc2ccccc2o1	59
Cc1cc(=O)[nH]c(-n2nc(-c3cccs3)cc2NC(=O)c2ccccc2F)n1	60
N#Cc1c(F)cccc1NCc1cccs1	56
Cc1ccc(N=C(N)c2ccccc2)cc1	54
CCc1cccc2sc(NC(=O)c3ccc(S(C)(=O)=O)cc3)nc12	52
COc1ccc(-c2nc(CSc3nc(-c4cccnc4)cc(=O)[nH]3)c(C)o2)cc1	64
Cc1ccc(-c2noc(-c3cccn(CC(=O)NCc4ccccc4Cl)c3=O)n2)cc1	78
O=c1cc(N2CCc3ccccc3C2)[nH]c(=O)n1-c1ccc(Br)cc1	59
CCN1C(=O)c2cccc3c(NC(=O)c4cccs4)ccc1c23	67
COc1cccc(-c2ccc(=O)n(CCCC(=O)Nc3nccs3)n2)c1	73
O=C(O)COc1ccccc1/C=C1\NC(=S)NC1=O	61

Further records.
SMILES	RMI-FANCM inh
COc1ccc(OC)c(S(=O)(=O)N2CCN(c3ccc(-c4cccs4)nn3)CC2)c1	74
CCN(CC)CCS(=O)(=O)CCC(=O)NCNC(=O)CCS(=O)(=O)CCN(CC)CC	60
CN1CCN(C(CNC(=O)NC(C)(C)C)c2ccc3c(c2)CCCN3C)CC1 (configuration not stated)	62
COc1ccc(F)cc1S(=O)(=O)NCCCn1nc(-c2ccccc2)ccc1=O	67
CCOC(=O)c1c(-c2ccccc2)csc1NC(=O)CSc1nnc(C)s1	72
COCCNC(=O)COc1ccc(C)cc1C(C)(C)C	66
O=c1c2ccccc2c(Br)cn1Nc1ccc(Br)cc1	48
Cc1cc(NC(=O)c2ccc3c(c2)OCO3)n(-c2nc3c(cnn3-c3ccccc3)c(=O)[nH]2)n1	61
CCCCC(Oc1coc(CN2CCN(c3ccccc3F)CC2)cc1=O)C(=O)O (configuration not stated)	54
CC(C)(C)c1ccc(NC(=O)CCSc2nnc3scc(-c4ccccc4)n23)cc1	72
O=C1C=C(NCCSCc2cccc(C(F)(F)F)c2)CC(c2ccc(Cl)cc2)C1 (configuration not stated)	68
O=C(CCCCC(=O)Nc1c(I)cc(I)c(C(=O)O)c1I)Nc1c(I)cc(I)c(C(=O)O)c1I	53
O=[N+]([O-])c1ccccc1S(=O)(=O)NCCOc1ccc2c(c1)OCO2	61
Cc1ccc(/C=N\NC(=O)CNC(=O)c2cccs2)o1	62
COc1ccc(CC(=O)Nc2ccc3c(c2)N(CCC(C)C)C(=O)C(C)(C)CO3)cc1OC	63
O=C(CSc1nnc(NC(=O)c2cc(Br)ccc2Cl)s1)NC1CCCC1	55

Source: PubChem
